GPR7 antag: GPR7 receptor antagonists, primary screen, cell-based, fluorescence, single concentration. Neuropeptides B/W receptor type 1 (Homo sapiens), P48145. GPR7-expressing cells, fluorescence antagonist assay. inhibition, % at 4.4 µM. 290,000 compounds, 1.1% hits. AID 1861, 2009; in the data active means inhibition above about 16%, passing the limit was not always enough;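 further: cells stimulated with the agonist NPW; 0% = agonist with vehicle and 100% = vehicle without agonist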
Target sequence (P48145 whole entry, looked up): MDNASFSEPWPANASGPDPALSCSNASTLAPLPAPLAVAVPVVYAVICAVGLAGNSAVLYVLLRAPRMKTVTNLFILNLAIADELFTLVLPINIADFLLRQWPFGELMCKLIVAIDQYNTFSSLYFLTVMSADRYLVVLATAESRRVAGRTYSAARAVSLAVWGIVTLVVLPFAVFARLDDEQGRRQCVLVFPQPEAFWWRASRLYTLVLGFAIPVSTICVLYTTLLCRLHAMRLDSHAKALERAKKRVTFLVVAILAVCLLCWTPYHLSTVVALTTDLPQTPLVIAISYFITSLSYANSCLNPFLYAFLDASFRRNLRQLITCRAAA
CHO-K1 Ca PAM: nonselective calcium activators in parental CHO-K1 cells, primary screen, counter-screen for M1 PAM project, cell-based, Fluo-8 calcium fluorescence, full deck, 1536-well; activation, % at 3 µM; 360,000 compounds, 0.02% hits; ATP EC20; 0% at ATP EC20, 100% at ATP max; AID 602247, 2012;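 active means activation above the run cutoff, the mean activation of all test compounds plus 3 SD, cut at about 40% in these data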;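 further: peak over basal fluorescence ratio in a 140 s read after ATP addition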
OXTR ag: human OXTR agonists, primary screen, fluorescence, CHO-OTR cells, Fluo-8 calcium | AID 2435, 2010 | Oxytocin receptor (Homo sapiens), P30559 | 320,000 compounds, 0.32% hits | activation, % at 3 µM | Fluo-8 calcium fluorescence; normalized: DMSO 0%, oxytocin 100%;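 active means activation above the mean of all tested compounds plus 3 SD, cutoff set per screening run, cut at about 20% in these data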;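 further: peak over basal fluorescence ratio from a 100 s FLIPR kinetic read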
OXTR potentiator: human OXTR potentiators, primary screen, fluorescence, CHO-OTR cells, Fluo-8 calcium | Oxytocin receptor (Homo sapiens), P30559 | Fluo-8 calcium fluorescence, potentiator mode; 0% = oxytocin EC15, 100% = EC100 | activation, % at 3 µM | 320,000 compounds, 0.061% hits;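 active means activation above that plate's cutoff, the mean activation of tested compounds plus 3 SD, cut at about 6.6% in these data, passing the limit was not always enough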;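 further: 100% uses oxytocin at 75 nM as the full agonist control; some results filed as inactive read as strong as hits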
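Assay system: CHO cell line stably expressing human OTR. Reagent: EC15 oxytocin agonist. Dosing: single dose, 3.0 µM nominal final compound concentration. Timing: compound 6 min at room temperature before oxytocin, 100 s read. Signal: kinetic Fluo-8 calcium fluorescence. Controls: oxytocin EC15 low and EC100 high.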
TAAR1 antagonist: human TAAR1 antagonists, primary screen, Fluo-8 calcium fluorescence, CHO RD-HGA16 cells. Trace amine-associated receptor 1 (Homo sapiens), Q96RJ0. antagonist. inhibition, % at 3 µM. 360,000 compounds, 1.5% hits. AID 624466, 2012;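 active means inhibition above a per-plate cutoff, the mean inhibition of test compounds on that plate plus 3 SD, cut at about 49% in these data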;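 further: 0% = DMSO plus EC80 beta-PEA response and 100% = DMSO alone without agonist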
Target sequence (Q96RJ0 whole entry, looked up): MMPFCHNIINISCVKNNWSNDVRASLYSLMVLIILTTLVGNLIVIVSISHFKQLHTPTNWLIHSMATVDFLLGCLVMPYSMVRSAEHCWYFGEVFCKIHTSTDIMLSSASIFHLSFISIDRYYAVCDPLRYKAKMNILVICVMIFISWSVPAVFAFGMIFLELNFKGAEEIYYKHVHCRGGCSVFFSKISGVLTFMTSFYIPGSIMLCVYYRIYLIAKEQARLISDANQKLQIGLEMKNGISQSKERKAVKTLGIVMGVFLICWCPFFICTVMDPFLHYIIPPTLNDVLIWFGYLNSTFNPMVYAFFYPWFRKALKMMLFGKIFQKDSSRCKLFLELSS
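Test system: RD-HGA16 CHO cells with stable hTAAR1 and Gα16 / Probe or stimulus: EC80 β-phenethylamine stimulus / Times: seeding 17-24 h prior, 75-min 37 °C, 30-min RT dye loading / Detection: Fluo-8 calcium-sensitive fluorescence / Read-out basis: % inhibition scaled between DMSO and EC80 PEA controls / Repeats: singlicate, one well per test compound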
CHO-K1 Ca ag: counter-screen for M1 agonists: effect in parental CHO-K1 cells. activation, % at 3 µM. Fluo-8 calcium fluorescence; scaled to maximal ATP response, vehicle zero. 360,000 compounds, 0.48% hits. AID 602248, 2012; in the data active means activation above about 15%;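 further: untransfected CHO-K1 host cells lacking M1 receptor as counterscreen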
CHO parental Ca: ATP-evoked calcium signal inhibitors, parental CHO, primary screen, counter-screen for OX1R antagonist project, cell-based, fluorescence, Fluo-8 calcium dye; parental CHO-K1, ATP-induced calcium, Fluo-8 fluorescence; inhibition, % at 5.6 µM; 330,000 compounds, 0.63% hits;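 active means inhibition above that plate's mean sample inhibition plus 3 SD, cut at about 26% in these data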;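 further: 0% = ATP-challenged DMSO wells and 100% = DMSO wells without ATP; some compounds past the cut are filed as inactive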
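Material: parental CHO cells / Compound: single nominal dose of 5.6 µM per compound / Signal: Fluo-8 fluorescence / Replicates: singlicate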
CHO-K1 Ca antag: nonselective inhibitor or artifact in parental CHO-K1 cells | 360,000 compounds, 0.6% hits | ATP-induced calcium, Fluo-8 fluorescence | inhibition, % at 3 µM;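 active means inhibition above a per-plate cutoff, the plate's mean sample inhibition plus 3 SD, cut at about 24% in these data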;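 further: 0% = DMSO plus EC80 ATP and 100% = DMSO alone without ATP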
V1aR counter: agonists of human V1a receptor, primary screen, counter-screen for OXTR agonist project, fluorescence, CHO-V1R cells. Fluo-8 calcium fluorescence, agonist mode; 0% DMSO, 100% 3 nM vasopressin. activation, % at 3 µM. 320,000 compounds, 0.25% hits. AID 2797, 2010;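 active means activation above the mean activation of all tested compounds plus 3 SD, per screening run, cut at about 20% in these data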;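 further: signal is peak over basal fluorescence ratio across a 100 second FLIPR read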
Target sequence (P37288 whole entry, looked up): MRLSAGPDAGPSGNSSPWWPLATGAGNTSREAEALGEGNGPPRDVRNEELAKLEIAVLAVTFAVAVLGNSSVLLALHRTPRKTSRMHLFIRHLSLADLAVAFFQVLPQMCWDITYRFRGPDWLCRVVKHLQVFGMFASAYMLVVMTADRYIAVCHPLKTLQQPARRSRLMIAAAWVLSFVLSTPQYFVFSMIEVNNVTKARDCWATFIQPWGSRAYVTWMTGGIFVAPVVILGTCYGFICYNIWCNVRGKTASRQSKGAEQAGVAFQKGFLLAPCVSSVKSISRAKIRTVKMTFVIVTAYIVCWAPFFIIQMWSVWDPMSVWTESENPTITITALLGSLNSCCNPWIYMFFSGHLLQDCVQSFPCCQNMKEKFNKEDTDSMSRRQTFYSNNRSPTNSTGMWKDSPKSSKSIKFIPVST
* = called active by the depositor; · = not tested or not shown.

SMILES	GPR7 antag	CHO-K1 Ca PAM	OXTR ag	OXTR potentiator	TAAR1 antagonist	CHO-K1 Ca ag	CHO parental Ca	CHO-K1 Ca antag	V1aR counter
Clc1cc(CSc2ccccc2)nc(-c2ccccc2)n1	-14	11	-1.2	-7	-8	0.0	-13	-5	-1.1
Cc1cccc(N(Cc2ccccc2)C(=O)c2ccc(F)c(S(=O)(=O)N3CCOCC3)c2)c1	·	11	-1.9	-8	18	1.2	-17	-4	-0.1
Nc1nc(COC(=O)c2ccco2)nc(Nc2ccccc2)n1	·	10	·	·	-10	1.7	·	4	·
CC(C)(C)c1ccc(/C=N/N2C(=O)CSC2=S)cc1	-3	13	0.6	-7	-3	0.0	-6	-23	0.6
CN(C(=O)c1ccccn1)c1nnc(-c2cnccn2)s1	7	-2	-0.5	-4	5	-0.3	-19	7	0.4
CC#CC(=O)N1CCC(C(=O)Nc2ccc(Oc3ccccc3)nc2)CC1	6	14	-0.2	-11	-16	0.2	4	2	0.9
O=S(=O)(Nc1ccc(N2CCOCC2)cc1)c1c(F)cc(F)cc1Br	-5	17	4.3	-1	6	5.8	-5	-13	3.3
COc1ccc(CN2CCN(CCSc3ccc(C)cc3)CC2)c(OC)c1OC	-24	-2	-1.3	7	-16	0.4	-19	-7	1.3
Cc1ccc(NC(NC(=O)Cc2ccccc2)C(Cl)(Cl)Cl)cc1 (stereo unspecified)	0	-1	·	·	-13	2.3	·	0	·
O=C(Nc1cccc(C(F)(F)F)c1)c1cc2c(=O)c3ccccc3oc2nc1C(F)(F)F	-6	20	-1.8	-1	-3	0.3	-8	-12	-0.5
Cc1ccc(C(C(=O)Nc2ccc3c(c2)OCO3)N(C)C(=O)/C=C\c2ccc3c(c2)OCO3)cc1 (stereo unspecified)	-18	22	-1.4	-12	-7	0.8	-6	-17	-0.7
COc1ccc(CCNC(=O)c2cc(S(=O)(=O)N(C)c3ccccc3)ccc2Cl)cc1	1	-2	-1.5	-4	9	1.9	-27	5	3.8
CCNS(=O)(=O)c1ccc(CCC(=O)NCc2ccc(C)cc2)cc1	2	-8	-1.4	-10	21	0.1	-19	7	-0.6
COc1ccccc1N1CCN(Cc2cc3c(cc2O)OCO3)CC1	-6	2	1.0	-1	3	1.2	-9	-12	1.3
Cc1ccc(C)c2[nH]c(=O)c(C(c3nnnn3Cc3ccccc3)N3CCc4ccccc4C3)cc12 (stereo unspecified)	-5	12	-0.3	-3	42	1.0	-22	-6	-0.5
Cc1cc(C=O)c(C)n1-c1ccc(N2CCOCC2)cc1	1	18	0.4	-7	-10	1.6	-3	-21	1.6
CN1C(=S)N(c2cccnc2)C(=O)/C1=C\c1ccc(C(C)(C)C)cc1	-1	11	-1.5	-9	5	15	-16	-1	1.4
CC(C)NC(=O)c1cc(C2CCCCN2S(=O)(=O)c2ccccc2)on1 (stereo unspecified)	·	-3	·	·	-15	-0.6	·	-4	·
O=C(CSc1nnc2c(n1)[nH]c1ccc(S(=O)(=O)N3CCOCC3)cc12)Nc1ccc(F)c(F)c1	-11	12	0.2	-8	-21	-0.1	-3	-6	1.1
Cc1ccc2c(Cl)c(C(=O)Nc3cc(C)on3)sc2c1	9	4	1.9	-1	10	0.4	-11	-2	0.5

An excerpt from above in order of the OXTR potentiator value, falling:
SMILES | OXTR potentiator
Cc1ccc2c(Cl)c(C(=O)Nc3cc(C)on3)sc2c1 | -1
Cc1cc(C=O)c(C)n1-c1ccc(N2CCOCC2)cc1 | -7
CN1C(=S)N(c2cccnc2)C(=O)/C1=C\c1ccc(C(C)(C)C)cc1 | -9

Later entries
SMILES	GPR7 antag	CHO-K1 Ca PAM	OXTR ag	OXTR potentiator	TAAR1 antagonist	CHO-K1 Ca ag	CHO parental Ca	CHO-K1 Ca antag	V1aR counter
O=C(O)c1ccccc1C(=O)N1CCN(S(=O)(=O)c2cccc(C(F)(F)F)c2)CC1	·	21	0.3	3	-21	1.2	-7	-13	0.7
OC(Cn1ccnc1)c1ccc(Cl)cc1Cl (stereo unspecified)	-3	-4	-0.5	-15	0	-0.2	0	8	1.1
Cc1ccc2oc(C(=O)Nc3nnc(C)s3)c(C)c2c1	10	13	0.7	-14	-5	0.0	4	2	0.7
O=C(O)C1CCCCC1C(=O)Nc1cc(C(F)(F)F)ccc1Cl (stereo unspecified)	-7	8	0.1	2	-20	0.3	24	-8	0.5
CC(C)N=c1cc2n(-c3ccc(Cl)cc3)c3ccccc3nc-2cc1Nc1ccc(Cl)cc1	·	23	1.1	-3	-15	0.0	-12	-12	1.6
Cc1ccc(N(C(=O)CCC(=O)Nc2nccs2)C(C(=O)NC(C)(C)C)c2ccc(O)cc2)cc1 (stereo unspecified)	-4	18	0.4	0	-18	0.0	-8	-20	0.6
CCc1cc[n+](C(C(=S)Nc2cccc(C)c2)=C([O-])c2ccc(C)c([N+](=O)[O-])c2)cc1	·	19	·	·	-15	-0.2	·	-16	·
O=C(Cc1cccc2ccccc12)N/N=C/c1ccc(OC(=O)/C=C/c2ccco2)cc1	0	6	2.4	-3	-5	0.2	-4	-14	1.5
Cc1ccc(Cn2ccsc2=NC(=O)COC(=O)C(C)C)cc1	10	-1	-0.9	-10	-36	1.3	-18	-8	2.7
COc1ccc(C(=O)c2oc3ccc(Br)cc3c2NC(C)=O)cc1	-8	14	-1.4	2	5	1.6	-6	-10	-1.4
O=C(O)CCCN=CC1=C(O)C(C(=O)c2ccccc2)CCC1=O (stereo unspecified)	-8	24	0.0	-6	5	0.6	-7	-14	-0.4
N=c1ccn(CC(=O)NC(N)=O)c2ccccc12	7	13	1.4	7	3	0.3	-1	-16	0.0
CCOC(=O)/C(=C(/C)N)C1CC(=O)NC1=O (stereo unspecified)	·	10	·	·	-5	0.7	·	3	·
COc1ccc(NC(=O)c2cc3c([nH]c4ccccc43)c(C)n2)cc1	-5	19	-1.9	-18	-7	0.7	3	-1	-0.7
COCCNC(=O)C(c1ccco1)N(C(=O)Cn1nnc2ccccc21)c1cccc(C)c1C (stereo unspecified)	-13	17	-0.7	-14	3	0.4	-13	-14	0.2
COc1ccccc1CNc1ncnc2nc[nH]c12	-8	21	1.1	-6	1	1.4	5	-9	1.9
CC(C)=CCC/C(C)=C/CNC(=O)C[C@H]1C[C@H](C(=O)N2CCCCC2)[C@@]2(CCc3ccccc3)c3[nH]c4cc(CCC(=O)N(C)C)ccc4c3CCN2C1=O	·	14	·	·	-2	0.9	-40	-28	·
Cc1cccc(C)c1OCCOC(=O)c1n[nH]c2ccccc12	-9	14	-0.9	-15	24	2.0	-33	-6	0.6
Cc1ccccc1CSCC(=O)NC(=O)NCc1ccco1	-7	-10	-0.8	2	-39	2.6	-5	3	-0.9
O=C1C=C(c2ccc(CO)cc2)C[C@@H](c2ccc(F)cc2)C1	·	5	·	·	12	0.9	·	-2	·

6 consecutive compounds from above:
SMILES	GPR7 antag	CHO-K1 Ca PAM	OXTR ag	OXTR potentiator	TAAR1 antagonist	CHO-K1 Ca ag	CHO parental Ca	CHO-K1 Ca antag	V1aR counter
COCCNC(=O)C(c1ccco1)N(C(=O)Cn1nnc2ccccc21)c1cccc(C)c1C (stereo unspecified)	-13	17	-0.7	-14	3	0.4	-13	-14	0.2
COc1ccccc1CNc1ncnc2nc[nH]c12	-8	21	1.1	-6	1	1.4	5	-9	1.9
CC(C)=CCC/C(C)=C/CNC(=O)C[C@H]1C[C@H](C(=O)N2CCCCC2)[C@@]2(CCc3ccccc3)c3[nH]c4cc(CCC(=O)N(C)C)ccc4c3CCN2C1=O	·	14	·	·	-2	0.9	-40	-28	·
Cc1cccc(C)c1OCCOC(=O)c1n[nH]c2ccccc12	-9	14	-0.9	-15	24	2.0	-33	-6	0.6
Cc1ccccc1CSCC(=O)NC(=O)NCc1ccco1	-7	-10	-0.8	2	-39	2.6	-5	3	-0.9
O=C1C=C(c2ccc(CO)cc2)C[C@@H](c2ccc(F)cc2)C1	·	5	·	·	12	0.9	·	-2	·

New compounds follow.
SMILES	GPR7 antag	CHO-K1 Ca PAM	OXTR ag	OXTR potentiator	TAAR1 antagonist	CHO-K1 Ca ag	CHO parental Ca	CHO-K1 Ca antag	V1aR counter
COc1ccc(C2C(C(C)=O)=C(O)C(=O)N2CCCn2ccnc2)cc1OC (stereo unspecified)	·	23	-0.4	-2	4	0.9	0	-22	0.5
CC1(C(=O)O)CCN1C(=O)COc1ccc(Cl)cc1 (stereo unspecified)	·	13	·	·	-7	0.9	·	-9	·
Cc1cc(NC(=O)Cn2c(=O)oc3ccc(Cl)cc32)no1	-8	15	-0.3	0	-1	0.0	1	-15	-1.2
COc1ccc(NC(=O)c2ccc(Cl)c(S(=O)(=O)NCC3CCCO3)c2)c(OC)c1 (stereo unspecified)	-12	23	-0.3	0	-40	1.5	-7	-20	0.3
O=C(c1cccs1)N1C[C@@H](O)[C@H](n2cc(-c3ccc(F)cc3)nn2)C[C@@H]1c1ccccc1	·	12	·	·	2	1.6	·	2	·
CN(C)CCCOc1ccc(-c2ccc3nccn3c2)cn1	·	16	·	·	3	0.9	·	-13	·
Cc1cc(NC(=O)/C(C#N)=C/c2ccc(-c3cccc(C(F)(F)F)c3)o2)n(-c2ccccc2)n1	-9	-6	-1.7	0	-14	0.2	-20	11	-0.5
CCCNc1nc(N2CCCC2)nc(N2CCCC2)n1	11	-8	-0.5	-3	1	1.1	-6	1	-0.1
Cn1c(=O)c(=O)n(C)c2cc(S(=O)(=O)N3CCOc4ccccc43)ccc21	-11	18	1.8	-2	5	3.2	-9	-12	2.3
O=C(NCCNc1ccc([N+](=O)[O-])cc1)c1ccc(Cl)cc1	7	18	2.2	-10	-4	6.2	-2	-11	2.0
Cc1ccc(-n2cc(CNCCc3ncc(C)[nH]3)c(-c3ccc(F)cc3)n2)cc1	3	20	4.8	-2	-3	-0.1	-4	-16	1.5
Cc1ccc(S(=O)(=O)N2CCN(C(=O)COC(=O)C3CCC3)CC2)c(C)c1	·	16	1.9	-5	-1	4.0	-6	-2	3.4
Cc1ccc(-n2nnnc2SCC(=O)NNC(=O)c2ccco2)cc1C	-1	-7	1.8	1	6	0.1	-7	-7	0.2
CN(C)C(=O)CSc1nc(-c2cccs2)c(-c2cccs2)[nH]1	0	-10	-0.3	-7	6	0.3	-8	-8	-1.2
NS(=O)(=O)c1ccc(CCNC(=O)C(=O)NCC2OCCN2S(=O)(=O)c2ccc(F)cc2)cc1 (stereo unspecified)	-11	3	0.1	-3	5	0.0	-2	-5	-0.5

Source: PubChem
